Screening results from PubChem BioAssay.
ABHD4 inh: ABHD4 inhibitors, primary screen, biochemical, fluorescence polarization, mouse. (Lyso)-N-acylphosphatidylethanolamine lipase (Mus musculus), Q8VD66. purified mABHD4, FP-Rh probe fluorescence polarization. inhibition, % at 8.92 µM. hit rate 0.54% among 370,000;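 active means inhibition exceeding the mean over every tested compound plus 3 SD, cut at about 30% in these data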;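 further: 0% = plate median of compound wells and 100% = S159A mutant with DMSO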
Target sequence (Q8VD66 whole entry, looked up): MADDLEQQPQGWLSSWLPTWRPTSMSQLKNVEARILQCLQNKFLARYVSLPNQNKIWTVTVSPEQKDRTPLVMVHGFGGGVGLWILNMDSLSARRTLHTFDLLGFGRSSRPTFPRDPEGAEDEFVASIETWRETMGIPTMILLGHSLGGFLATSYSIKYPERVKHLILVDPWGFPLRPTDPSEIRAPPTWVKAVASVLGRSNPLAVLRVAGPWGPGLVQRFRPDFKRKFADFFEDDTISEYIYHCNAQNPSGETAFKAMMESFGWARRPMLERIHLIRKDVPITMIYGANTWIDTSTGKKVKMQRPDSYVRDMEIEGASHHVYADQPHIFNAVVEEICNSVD
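system = mouse ABHD4 enzyme, wild type | medium = HEPES pH 7.0, NaCl, Pluronic buffer | also added = FP-Rh probe | incubation = Enzyme–compound pre-incubation 45 min, then probe 60 min, both 25 °C | technique = fluorescence polarization, excitation 525 nm, emission 598 nm, BODIPY TMR filters | controls = S159A mutant high control, sample median low control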
Rev-erbA mod: modulators of Rev-erb alpha DNA binding, primary screen, biochemical, FITC-DNA, fluorescence polarization, uHTS | Nuclear receptor subfamily 1 group D member 1 (Homo sapiens), P20393 | Rev-erbα–FITC-DNA binding, 90 min | activity, % at 10 µM | hit rate 0.79% among 370,000;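 active means activity above about 14%, limit read from the data; passing the limit was not always enough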;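 further: 0% = DMSO wells with 35 nM protein and 100% = DMSO wells with 750 nM protein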
SMARCA2 act: SMARCA2 (BRM) function activators, primary screen, cell-based, luminescence, high throughput. MG213 cells, MMTV-luciferase reporter, dexamethasone, overnight. activation, % at 9.1 µM. hit rate 1% among 370,000; in the data active means activation above about 7.8%;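 further: 0% = vehicle wells and 100% = reference activator wells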
GC-A act: GC-A stimulated cGMP production enhancers – HEK293 GC-A cells, cGMP TR-FRET, EC30 ANP, primary screen. hit rate 0.14% among 370,000. 0% at EC30 ANP, 100% saturating ANP. activation, % at 10 µM. Atrial natriuretic peptide receptor 1 (Homo sapiens), P16066; in the data active means activation above about 40%
ASAP1 GAP inh: inhibitors of human ASAP1 ArfGAP activity, primary screen, biochemical, fluorescence polarization. inhibition, % at 16.5 µM. AID 624377, 2012. hit rate 0.19% among 360,000. ASAP1-stimulated ARF1 GTP hydrolysis, GDP FP detection. Arf-GAP with SH3 domain, ANK repeat and PH domain-containing protein 1 (Homo sapiens), …; in the data active means inhibition above about 25%;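 further: 0% = vehicle with enzyme and substrate and 100% = no enzyme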
Target sequence (Q9ULH1 325-724 limits assumed): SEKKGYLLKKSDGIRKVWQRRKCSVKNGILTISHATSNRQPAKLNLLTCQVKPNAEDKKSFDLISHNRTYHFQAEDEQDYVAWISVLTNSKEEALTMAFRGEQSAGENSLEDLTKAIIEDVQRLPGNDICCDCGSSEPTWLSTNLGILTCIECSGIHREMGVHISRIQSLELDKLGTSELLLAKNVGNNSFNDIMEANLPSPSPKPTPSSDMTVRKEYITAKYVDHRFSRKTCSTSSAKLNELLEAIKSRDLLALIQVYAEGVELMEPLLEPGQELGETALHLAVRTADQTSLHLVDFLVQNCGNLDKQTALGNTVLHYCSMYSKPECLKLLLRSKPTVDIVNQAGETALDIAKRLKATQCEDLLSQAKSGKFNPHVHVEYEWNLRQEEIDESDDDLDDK
NPR2 activator: human GC-B receptor activators, primary screen, HEK293 GC-B cells, cGMP TR-FRET, EC30 CNP. activation, % at 10 µM. hit rate 0.11% among 370,000. Atrial natriuretic peptide receptor 2 (Homo sapiens), P20594. AID 1920062, 2024. 0% at EC30 CNP, 100% saturating CNP;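 active means activation at 10 µM reaching about 35% in either raw or pattern-adjusted values, limit read from the data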
ARFGAP1 inhibitor: inhibitors of rat ARFGAP1 GAP activity, primary screen, biochemical, fluorescence polarization, GDP tracer; ADP-ribosylation factor GTPase-activating protein 1 (Rattus norvegicus), Q62848; Arfgap1-stimulated ARF1 GTP hydrolysis, GDP FP detection; inhibition, % at 16.5 µM; hit rate 0.26% among 360,000;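 active means inhibition above a per-plate limit, mean inhibition of low control wells plus 3 SD, cut at about 25% in these data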;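 further: 0% = DMSO wells with enzyme and 100% = wells lacking Arfgap1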
Target sequence (Q62848 1-136 limits assumed): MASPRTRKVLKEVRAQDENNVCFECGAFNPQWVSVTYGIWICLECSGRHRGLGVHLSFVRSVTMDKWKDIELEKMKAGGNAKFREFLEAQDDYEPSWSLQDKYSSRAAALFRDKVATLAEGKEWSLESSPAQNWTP
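System: truncated rat Arfgap1 GAP domain / Benchmarks: high control wells lacking Arfgap1, low control full reaction with DMSO / Times: compound-enzyme preincubation 20 min, reaction 120 min, detection 60 min, 25 °C / Repeats: one replicate per compound / Also added: human ARF1(Δ1-17)-GTP substrate / Measured by: Tracer-displacement fluorescence polarization with EDTA stop, 620/688 nm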
HTRA1 inh: HTRA1 serine protease inhibitors, primary screen, biochemical, fluorescence polarization, HTS | recombinant HTRA1, FP-rhodamine activity-based probe | AID 504803, 2011 | hit rate 0.5% among 340,000 | Q92743 | inhibition, % at 5.96 µM; in the data active means inhibition above about 36%;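 further: 0% = enzyme with DMSO and 100% = wells lacking enzyme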
rCAG binder: binders of r(CAG) RNA repeats, primary screen, biochemical, fluorescence. r(CAG) RNA repeat, TO-PRO-1 dye displacement fluorescence. inhibition, % at 3 µM. hit rate 1.3% among 370,000. AID 651821, 2012;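 active means inhibition above the plate cutoff, the mean of all test compounds on that plate plus 3 SD, cut at about 35% in these data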;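 further: 0% = DMSO alone and 100% = 100 µM mitoxantrone as full dye displacement; higher means more dye released from RNA so lower well fluorescence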
PG9 Ab binder: binders of HIV-1 gp120 antibody PG9, primary screen, biochemical, TR-FRET; TR-FRET gp120-PG9 antibody binding; HIV-1 gp120 / PG9 antibody interaction; AID 624416, 2012; hit rate 0.43% among 360,000; inhibition, % at 6.7 µM; in the data active means inhibition above about 8.5%
* marks the source's active call; other numbers are inactive results. Rows were taken by chance. About 4.4% of those tested had a hit in this group.

Screening CCCSc1nc2sc3c(c2c(=O)[nH]1)CC(C)(CC)OC3 (centres undefined) returned ABHD4 inh 2, Rev-erbA mod -3, SMARCA2 act 0, GC-A act 1, ASAP1 GAP inh -3, NPR2 activator -3, ARFGAP1 inhibitor 3, HTRA1 inh 5, rCAG binder 2 and PG9 Ab binder 0.2.
`CC(C)(C)c1ccc(-c2csc(NNC3=NCCCCC3)n2)cc1` gave ABHD4 inh 19, Rev-erbA mod 4, SMARCA2 act 1, GC-A act -2, ASAP1 GAP inh 3, NPR2 activator 6, ARFGAP1 inhibitor 12, HTRA1 inh 7, rCAG binder 10 and PG9 Ab binder -1.0.
Screening O=C(Nc1nnc(C2CC2)s1)c1ccccn1 returned ABHD4 inh 7, Rev-erbA mod 5, SMARCA2 act 2, GC-A act 4, ASAP1 GAP inh -7, NPR2 activator 0, ARFGAP1 inhibitor -1, HTRA1 inh 1, rCAG binder -1 and PG9 Ab binder -0.4.
CCOC(=O)N1CCN(Cc2c(O)ccc3ccccc23)CC1 was read as ABHD4 inh 5, Rev-erbA mod 0, SMARCA2 act -3, GC-A act 6, ASAP1 GAP inh 2, NPR2 activator -5, ARFGAP1 inhibitor -1, HTRA1 inh -3, rCAG binder -5 and PG9 Ab binder -0.6.
O=C1CCc2cc(S(=O)(=O)N3CCCC3C(=O)N3CCN(c4ccccc4F)CC3)ccc2N1 (centres undefined) was read as ABHD4 inh 0, Rev-erbA mod 0, SMARCA2 act -2, GC-A act -3, ASAP1 GAP inh -17, NPR2 activator 4, ARFGAP1 inhibitor 6, HTRA1 inh 4, rCAG binder 0 and PG9 Ab binder 0.5.
CCc1nnc(NC(=O)CCN2C(=O)/C(=C/c3cc(OC)c(OC)c(OC)c3)SC2=S)s1 was read as ABHD4 inh 1, Rev-erbA mod -1, SMARCA2 act -2, GC-A act -3, ASAP1 GAP inh -8, NPR2 activator 8, ARFGAP1 inhibitor -4, HTRA1 inh 10, rCAG binder 7 and PG9 Ab binder -0.1.
`CCc1nnc(NC(=O)C(C)N2C(=O)C3C4C=CC(C4)C3C2=O)s1` (centres undefined) gave ABHD4 inh 0, Rev-erbA mod -1, SMARCA2 act -5, GC-A act 2, ASAP1 GAP inh 2, NPR2 activator 3, ARFGAP1 inhibitor -4, HTRA1 inh 5, rCAG binder -2 and PG9 Ab binder -0.8.
Screening O=C1CN(C(=O)COc2c(F)c(F)cc(F)c2F)c2ccccc2N1 returned ABHD4 inh 4, Rev-erbA mod -3, SMARCA2 act -3, GC-A act 3, ASAP1 GAP inh -1, NPR2 activator -2, ARFGAP1 inhibitor -3, HTRA1 inh 0, rCAG binder 0 and PG9 Ab binder -1.6.
For Clc1ccccc1-c1cccc2nccn12 the results were ABHD4 inh 4, Rev-erbA mod 4, SMARCA2 act -4, GC-A act -2, ASAP1 GAP inh 2, NPR2 activator -4, ARFGAP1 inhibitor 3, rCAG binder 4 and PG9 Ab binder -1.3.
Screening O=C(O)Cc1ccc(-c2ccccc2-c2ccccc2)cc1 returned ABHD4 inh 3, Rev-erbA mod -4, SMARCA2 act -1, GC-A act 3, ASAP1 GAP inh 8, NPR2 activator -5, ARFGAP1 inhibitor -5, HTRA1 inh -1, rCAG binder 14 and PG9 Ab binder 0.1.
Screening O=C(CCCCCCCCC(=O)N1CCCCC1)N1CCCCC1 returned ABHD4 inh -4, Rev-erbA mod -4, SMARCA2 act -5, GC-A act -2, ASAP1 GAP inh 8, NPR2 activator -1, ARFGAP1 inhibitor -8, HTRA1 inh -1, rCAG binder -1 and PG9 Ab binder -1.1.
CCOC(=O)c1cc2sccc2n1CC(=O)N1CCCc2ccccc21 was read as ABHD4 inh -6, Rev-erbA mod 1, SMARCA2 act -3, GC-A act -24, ASAP1 GAP inh 16, NPR2 activator -9, ARFGAP1 inhibitor 5, HTRA1 inh -11, rCAG binder -9 and PG9 Ab binder -3.4.
`O=C1N/C(=N\N=C\c2cccs2)SC1Cc1ccc(Cl)cc1Cl` (centres undefined) gave ABHD4 inh 13, Rev-erbA mod 4, SMARCA2 act -3, GC-A act -1, ASAP1 GAP inh 2, NPR2 activator -6, ARFGAP1 inhibitor 1, HTRA1 inh -2, rCAG binder 6 and PG9 Ab binder -0.8.
Screening Cc1ccc2c(c1)N(C(=O)CCC(=O)N1CCN(c3ccccc3)CC1)CCO2 returned ABHD4 inh -1, Rev-erbA mod 2, SMARCA2 act 3, GC-A act -4, ASAP1 GAP inh -4, NPR2 activator 0, ARFGAP1 inhibitor -2, HTRA1 inh 1, rCAG binder 0 and PG9 Ab binder -1.4.
For CCOc1ccc(C2CC(c3cccc(Cl)c3)n3nc(N)nc3N2)cc1 (centres undefined) the results were ABHD4 inh 5, Rev-erbA mod -7, SMARCA2 act -1, GC-A act -1, ASAP1 GAP inh 7, NPR2 activator 0, ARFGAP1 inhibitor 6, HTRA1 inh -7, rCAG binder -1 and PG9 Ab binder -0.4.
Cc1nc2ccc(C(=O)NCCCN3CCCC3=O)cn2c1N(C)C(=O)CCc1ccccc1 was read as ABHD4 inh -4, Rev-erbA mod -3, SMARCA2 act -3, GC-A act 2, ASAP1 GAP inh -6, NPR2 activator 4, ARFGAP1 inhibitor 3, rCAG binder -1 and PG9 Ab binder 0.4.
Screening CSCCC(NS(=O)(=O)c1ccc(Cl)cc1)C(=O)OCC(=O)NC1CC1 (centres undefined) returned ABHD4 inh 0, Rev-erbA mod -7, SMARCA2 act 1, GC-A act 0, ASAP1 GAP inh 6, NPR2 activator -1, ARFGAP1 inhibitor 12, HTRA1 inh -3, rCAG binder -5 and PG9 Ab binder -2.1.
Screening COc1ccc(N(CC2CO2)S(=O)(=O)c2ccc(C)cc2)cc1 (centres undefined) returned ABHD4 inh 5, Rev-erbA mod -6, SMARCA2 act -1, GC-A act -10, ASAP1 GAP inh 4, NPR2 activator 0, ARFGAP1 inhibitor 4, HTRA1 inh 1, rCAG binder -1 and PG9 Ab binder 1.6.
CCc1cccc(NC(=O)C2CCCN2S(=O)(=O)c2ccc3c(c2)CC(C)N3C(C)=O)c1 (centres undefined) was read as ABHD4 inh 7, Rev-erbA mod -3, SMARCA2 act -1, GC-A act 2, ASAP1 GAP inh -2, NPR2 activator -2, ARFGAP1 inhibitor -10, HTRA1 inh 2, rCAG binder 1 and PG9 Ab binder 0.2.
`COc1ccc(/C=C/C(=O)C2(O)CCCCC2)cc1` gave ABHD4 inh 6, Rev-erbA mod 0, SMARCA2 act -3, GC-A act 3, ASAP1 GAP inh 3, NPR2 activator 2, ARFGAP1 inhibitor 5, HTRA1 inh -3, rCAG binder -6 and PG9 Ab binder 1.2.

Some of these compounds in order of number of heavy atoms, smallest number first:
Screening CCCSc1nc2sc3c(c2c(=O)[nH]1)CC(C)(CC)OC3 (centres undefined) returned ABHD4 inh 2, Rev-erbA mod -3, SMARCA2 act 0, GC-A act 1, ASAP1 GAP inh -3, NPR2 activator -3, ARFGAP1 inhibitor 3, HTRA1 inh 5, rCAG binder 2 and PG9 Ab binder 0.2.
`CC(C)(C)c1ccc(-c2csc(NNC3=NCCCCC3)n2)cc1` gave ABHD4 inh 19, Rev-erbA mod 4, SMARCA2 act 1, GC-A act -2, ASAP1 GAP inh 3, NPR2 activator 6, ARFGAP1 inhibitor 12, HTRA1 inh 7, rCAG binder 10 and PG9 Ab binder -1.0.
CCOC(=O)c1cc2sccc2n1CC(=O)N1CCCc2ccccc21 was read as ABHD4 inh -6, Rev-erbA mod 1, SMARCA2 act -3, GC-A act -24, ASAP1 GAP inh 16, NPR2 activator -9, ARFGAP1 inhibitor 5, HTRA1 inh -11, rCAG binder -9 and PG9 Ab binder -3.4.

The results go on:
O=C(NCCN1CCC(n2c(=O)[nH]c3ccccc32)CC1)c1cc(F)cc(F)c1 was read as ABHD4 inh 14, Rev-erbA mod 2, SMARCA2 act -7, GC-A act 2, ASAP1 GAP inh 2, NPR2 activator -1, ARFGAP1 inhibitor 15, rCAG binder 1 and PG9 Ab binder 4.2.
Screening CCCn1c(C(O)c2ccc(OCC)cc2)nc2ccccc21 (centres undefined) returned ABHD4 inh 0, Rev-erbA mod 1, SMARCA2 act 0, GC-A act -3, ASAP1 GAP inh -11, NPR2 activator -4, ARFGAP1 inhibitor -7, HTRA1 inh 2, rCAG binder 0 and PG9 Ab binder 0.9.
O=C(Nc1ccccc1)C1CCN(c2nccs2)CC1 was read as ABHD4 inh -2, Rev-erbA mod -3, SMARCA2 act -1, GC-A act 7, ASAP1 GAP inh -11, NPR2 activator 4, ARFGAP1 inhibitor 1, HTRA1 inh -4, rCAG binder 8 and PG9 Ab binder 2.6.
Screening O=C1CN(C(=O)COC(=O)CCS(=O)(=O)c2ccccc2Cl)c2ccccc2N1 returned ABHD4 inh 18, Rev-erbA mod -7, SMARCA2 act -1, GC-A act -4, ASAP1 GAP inh -2, NPR2 activator -2, ARFGAP1 inhibitor -5, HTRA1 inh -6, rCAG binder 8 and PG9 Ab binder 1.7.
CN(C)S(=O)(=O)c1ccc(C(=O)/C=C/c2cccnc2)cc1 was read as ABHD4 inh -1, Rev-erbA mod -1, SMARCA2 act -1, GC-A act 13, ASAP1 GAP inh 4, NPR2 activator 5, ARFGAP1 inhibitor -5, HTRA1 inh -7, rCAG binder 2 and PG9 Ab binder -1.1.
`CCc1ccc(-c2ccc(C(=O)C(F)(F)F)[nH]2)cc1` gave ABHD4 inh -5, Rev-erbA mod -2, SMARCA2 act 1, GC-A act 10, ASAP1 GAP inh -11, NPR2 activator 2, ARFGAP1 inhibitor -9, HTRA1 inh 1, rCAG binder -2 and PG9 Ab binder 0.7.
Screening C=CCC[C@@H](Cc1ccc(F)cc1)C(=O)OC[C@H](Cc1c[nH]c2ccccc12)NC(=O)[C@H](CC=C)CC(=O)N(CCO)Cc1ccccc1 returned ABHD4 inh -21, Rev-erbA mod 3, SMARCA2 act -5, GC-A act -7, ASAP1 GAP inh -4, NPR2 activator 4, ARFGAP1 inhibitor 3, HTRA1 inh -48, rCAG binder 11 and PG9 Ab binder -1.6.
Screening O=C(O)CONC(=O)c1cc(OCC(F)(F)F)ccc1OCC(F)(F)F returned ABHD4 inh -1, Rev-erbA mod 4, SMARCA2 act -2, GC-A act -2, ASAP1 GAP inh -3, NPR2 activator 4, ARFGAP1 inhibitor 5, HTRA1 inh -1, rCAG binder 2 and PG9 Ab binder -0.2.
For CC(C)(C)C1=C(C#N)C(c2cc3c(cc2Br)OCO3)C(C#N)=C(N)O1 (centres undefined) the results were ABHD4 inh 3, Rev-erbA mod -1, SMARCA2 act 1, GC-A act 4, ASAP1 GAP inh -2, NPR2 activator -7, ARFGAP1 inhibitor -5, HTRA1 inh 4, rCAG binder -1 and PG9 Ab binder 0.6.
